BB579 growth dn – reduces growth of yeast BB579 in restrictive medium. S. cerevisiae BB579 growth, OD615, 48 h. inhibition, % at 10 µM. 0.51% of 140,000 active. AID 804;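 active = inhibition above a set limit, 3 SD over the mean compound inhibition, cut at about 44% in these data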; note: inactives centre near -24
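Test system: S. cerevisiae DeaD strain BB579 yeast; Medium: restrictive CSMM-D medium; Compound: one dose, 10 µM compound with 0.25% DMSO; Incubation: 4 h cell preincubation, 48 h compound exposure, 30 °C humidified; Signal: OD at 615 nm; Benchmarks: amphotericin B at 10 µg/mL as positive control.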
E-sel TNF inh – blocks E-selectin expression induced by TNF alpha. HUVEC TNFa-induced E-selectin immunofluorescence, high content. 0.71% of 120,000 active. inhibition, % at 2 µM;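 active = inhibition above the batch mean plus 3 SD, and confirmed as a hit on visual image review, cut at about 43% in these data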;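 note: 0% = TNF-stimulated DMSO wells and 100% = unstimulated control wells; not every result past the cut was called active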
Yeast life ext – yeast lifespan extension | S. cerevisiae growth with nicotinamide, OD615; deaD strain in restrictive glucose medium | inhibition of the nicotinamide effect, % at 10 µM | 0.68% of 130,000 active;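 active = inhibition above a set limit, placed 3 SD over the median of all compounds, cut at about 26% in these data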;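 note: 0% = nicotinamide-treated wells and 100% = cells grown without nicotinamide; some compounds called inactive have numbers as strong as hits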
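assay system = DeaD-strain S. cerevisiae | buffer or medium = restrictive glucose medium | reagent = 1.5 mM nicotinamide | compound = 10 µM single point, 0.25% DMSO | incubation = 48 h compound exposure at 30 °C, humidified | signal = OD615 measurement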
Measles CPE – protection of cells from measles virus | AID 841 | Measles virus-infected cells, CPE protection, absorbance | 1.5% of 140,000 active | protection (pct of control), % at 4 µM; in the data active = protection mostly above about 24%, no sharp cut-off; inactive = mostly below about 26%; note: some compounds called inactive have numbers as strong as hits
GALR2 blocker – antagonists of human galanin receptor 2 (GALR2); GALR2-expressing cells, antagonist mode; inhibition, % at 4 µM; 0.39% of 140,000 active; in the data active = inhibition above about 27%;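 note: cells stimulated with galanin 1-16 at roughly its EC80; 0% = agonist challenge control and 100% = basal control without agonist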
Target sequence (O43603 whole entry, looked up): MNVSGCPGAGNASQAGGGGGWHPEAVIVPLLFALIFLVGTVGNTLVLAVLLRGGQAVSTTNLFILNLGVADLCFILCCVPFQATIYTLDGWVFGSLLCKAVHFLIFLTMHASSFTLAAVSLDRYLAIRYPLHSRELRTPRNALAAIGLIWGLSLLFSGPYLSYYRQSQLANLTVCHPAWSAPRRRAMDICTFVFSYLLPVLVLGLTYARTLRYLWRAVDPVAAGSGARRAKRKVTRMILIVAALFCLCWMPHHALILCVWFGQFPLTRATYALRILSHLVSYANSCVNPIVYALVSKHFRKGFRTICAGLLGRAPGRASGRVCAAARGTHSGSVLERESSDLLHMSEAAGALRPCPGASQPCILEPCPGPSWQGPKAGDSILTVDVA
MRP1 act – activates MRP-1 | H69AR cells + doxorubicin, viability rescue, CellTiter-Glo | viability increase, % at 10 µM | 0.61% of 140,000 active;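 active = viability gain under doxorubicin at or above a set limit, the compound median plus 3 SD, cut at about 4.7% in these data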;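 note: MRP-1 overexpressing cells given doxorubicin 25 µM after compound pretreatment; 18-22 h compound pretreatment then 72 h with doxorubicin before readout; 0% = doxorubicin-only wells and 100% = vehicle-treated cells without doxorubicin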
Phagocytosis inh – blocks phagocytosis by macrophages. J774A.1 macrophage IgG-bead phagocytosis, imaging. 0.07% of 110,000 active. inhibition, % at 5 µM;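 active = inhibition above the mean of the plate negative controls plus 5 SD, cut at about 13% in these data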;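 note: phagocytic index as fraction of beads internalized from green versus red external bead signal; plate controls were DMSO negative control for no effect and cytochalasin-D positive control for full effect; some results beyond the cut were filed as inactive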
PTEN del growth – growth suppressors of cells with PTEN tumor suppressor deletion; HCT116 PTEN-null viability, CellTiter-Glo, 60 h; stronger effect = lower value; viability, % at 10 µM; 1.2% of 140,000 active;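 active = viability at or below a set limit, 4 SD under the median of all tested compounds, cut at about 3.7% in these data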;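 note: PTEN knockout HCT116 line with beta catenin targeted HCT116 as companion control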
HCT116 bCat-KO – beta-catenin-lacking colon tumor cell growth suppression | HCT116 beta-catenin knockout viability, CellTiter-Glo, 60 h; stronger effect = lower value | AID 818 | viability, % at 10 µM | 1.5% of 140,000 active;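 active = viability at or under a set limit, the compound median less 4 SD, cut at about 6% in these data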;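 note: 0% = Hyamine 1622 control at 20 µM and 100% = untreated cell control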
NPY Y2 blocker – blocks the human neuropeptide Y Y2 receptor; P49146; NPY-Y2 expressing cells, antagonist mode; inhibition, % at 2.7 µM; 0.99% of 140,000 active; in the data active = inhibition above about 17%;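 note: 0% = vehicle with agonist challenge and 100% = reference antagonist with challenge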
Target sequence (P49146 whole entry, looked up): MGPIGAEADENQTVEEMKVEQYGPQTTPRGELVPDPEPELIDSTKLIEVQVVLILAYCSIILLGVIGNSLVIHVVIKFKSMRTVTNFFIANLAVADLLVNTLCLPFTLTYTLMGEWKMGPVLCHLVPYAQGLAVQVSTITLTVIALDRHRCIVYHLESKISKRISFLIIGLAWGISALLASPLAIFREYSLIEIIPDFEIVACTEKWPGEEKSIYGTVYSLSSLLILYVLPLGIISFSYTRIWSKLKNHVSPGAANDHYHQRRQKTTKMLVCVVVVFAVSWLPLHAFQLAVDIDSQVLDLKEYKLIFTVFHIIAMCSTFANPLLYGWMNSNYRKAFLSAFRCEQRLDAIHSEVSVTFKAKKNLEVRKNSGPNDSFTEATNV
Active calls of the source: *; · = no result given.

Each structure is followed by: BB579 growth dn, E-sel TNF inh, Yeast life ext, Measles CPE, GALR2 blocker, MRP1 act, Phagocytosis inh, PTEN del growth, HCT116 bCat-KO, NPY Y2 blocker
> O=C(OCc1ccccc1)C1CCCN1C(=O)c1cccs1 (centres undefined)
  -4, -18, 0, 11, -5, 1.0, -1, 91, 93, 2
> CCN(CC)CCOC(=O)c1c(C)oc2ccc(O)cc12
  -60, -1, -6, 11, 5, 0.4, -1, 126, 95, 4
> Cc1cccc2cc(C(c3nnnn3CC3CCCO3)N3CCc4ccccc4C3)c(=O)[nH]c12 (centres undefined)
  -21, ·, 31, 6, 1, -3.4, -1, 69, 73, 0
> O=C(c1ccccn1)N1CCN(C(=O)c2ccccn2)CC1
  -15, -6, 2, 4, 2, -2.7, ·, 94, 94, 0
> O=C(Cn1cc2c(n1)CCCCC2)Nc1c(F)c(F)cc(F)c1F
  -23, 13, -7, 0, -2, -2.3, -1, 89, 85, 2
> Cc1cc(NC(=O)c2ccc(NC(=O)C(C)Oc3ccccc3)cc2)no1 (centres undefined)
  -6, -10, -7, 4, 14, -2.9, ·, 99, 88, 0
> O=C(CSc1nc2nc[nH]c2c(=O)[nH]1)NC1CCCCC1
  -21, 8, -9, 21, -12, -1.9, 0, 104, 94, 1
> Cc1nc(C(=O)Nc2cccc(Cl)c2)nn1-c1cc(OC(C)C)c(Cl)cc1Cl
  -42, 0, -12, 9, -18, -0.5, 0, 43, 57, 17*
> O=C(Nc1ccccc1)c1ccc(-c2ccc(Br)cc2)o1
  -21, 2, ·, 29, -2, 3.6, ·, 95, 89, 29*
> O=C(COC(=O)CCc1nc2ccccc2s1)Nc1ccc(Cl)cn1
  -11, ·, -1, 14, -9, -1.5, 5, 98, 97, 5
> Nc1c(N(CCO)C(=O)COc2ccc(Cl)cc2)c(=O)[nH]c(=O)n1Cc1ccccc1
  -8, ·, -1, 8, -9, 0.9, -13, 98, 85, 0
> CC1CC(C)CN(c2cc(=O)n(Cc3ccc(F)cc3)c(=O)[nH]2)C1 (centres undefined)
  -5, -6, -8, 10, -3, -1.9, 0, 89, 96, 4
> COc1cc(N2CCCC2)c(OC)cc1/C=c1/sc2nc3ccccc3n2c1=O
  -18, ·, -4, 4, 13, -3.2, -1, 89, 90, 2
> COc1ccc(C2Nc3ccccc3C(=O)N2c2ccc(C)cc2)cc1Cn1cc([N+](=O)[O-])cn1 (centres undefined)
  -40, -11, -22, 3, -2, -4.2, ·, 73, 69, 19*
> O=C(C1CCC1)N1CCc2cc(S(=O)(=O)Nc3ccc4c(c3)OCCO4)ccc21
  -25, 1, -4, 16, -39, 0.6, ·, 88, 85, 13
> CC(=O)Nc1nc2c(c3c1c(=O)oc1ccccc13)CC(C)CC2 (centres undefined)
  -3, 5, -9, 7, -2, -4.3, ·, 97, 89, 0
> CCOC(=O)c1c(NC(=S)Nc2ccccc2)sc2c1CCCCC2
  -55, ·, -11, 15, -13, -1.2, 0, 87, 90, -2
> CN(C)CCCOC(=O)c1ccccc1Cl
  -37, 14, -2, 13, -6, 1.8, -1, 106, 115, 1
> O=C(CSCc1ccccc1)N1CCN(c2ccc(F)cc2)CC1
  -18, 21, 0, 9, 1, -1.2, 0, 91, 96, 8
> CNC(=O)CN1C(=O)NC2(CCc3ccccc32)C1=O (centres undefined)
  2, -22, -12, 12, 17, -0.1, 1, 96, 100, 0

Continued (3 carried over from the part before).
Each structure is followed by: BB579 growth dn, E-sel TNF inh, Yeast life ext, Measles CPE, GALR2 blocker, MRP1 act, Phagocytosis inh, PTEN del growth, HCT116 bCat-KO, NPY Y2 blocker
> CN(C)CCCOC(=O)c1ccccc1Cl
  -37, 14, -2, 13, -6, 1.8, -1, 106, 115, 1
> O=C(CSCc1ccccc1)N1CCN(c2ccc(F)cc2)CC1
  -18, 21, 0, 9, 1, -1.2, 0, 91, 96, 8
> CNC(=O)CN1C(=O)NC2(CCc3ccccc32)C1=O (centres undefined)
  2, -22, -12, 12, 17, -0.1, 1, 96, 100, 0
> CC(=O)Nc1ccc(OCC(O)Cn2nc(C)c(Br)c2C)cc1 (centres undefined)
  -29, -26, ·, 5, -3, -2.0, ·, 95, 96, 1
> Cc1ccc2nc(NCCCNC(=O)c3cnccn3)c(C#N)cc2c1
  -35, -3, -25, 4, 6, -4.8, -1, 87, 61, 3
> Cn1c(=O)oc2cc(S(=O)(=O)N3CCC(C(=O)NCC4COc5ccccc5O4)CC3)ccc21 (centres undefined)
  -55, 0, -7, 12, 7, -1.1, 2, 93, 91, 3
> Cc1ccc(S(=O)(=O)N2CCC(C(=O)Nc3nnc(C4CCCC4)s3)CC2)cc1
  -53, 8, 0, 23, 4, -0.8, -4, 91, 89, 2
> CCN(CC)C(=O)C1CC(=O)OC1(C)C (centres undefined)
  15, 2, -18, 4, 9, -1.3, -1, 102, 95, 1
> O=C(NC1CCCC1)C(c1cccs1)N(Cc1ccco1)C(=O)c1csnn1 (centres undefined)
  -15, -24, 0, 8, 6, -0.9, 0, 65, 64, -1
> C=CCNc1sc(C(=O)c2ccccc2)c(N)c1C#N
  -41, 7, -9, 10, 5, -4.2, 1, 92, 92, -3
> COc1ccc(OCc2cccc(C(=O)NN)c2)cc1
  -9, ·, -5, 10, 4, -0.1, -3, 96, 105, 1
> CCCCN(CC)CCCNC(=O)Cn1nc(Cc2ccncc2)c2ccccc2c1=O
  -25, -2, 1, 5, 6, -1.9, -1, 85, 87, 0
> Cc1ccc2nsnc2c1S(=O)(=O)NCCc1c(C)[nH]c2ccc(F)cc12
  -1, ·, -15, 19, -8, 0.1, -2, 57, 68, -2
> Cc1oc(-c2ccc(Cl)cc2)nc1CN1CCCC(C(=O)NCCCN2CCOCC2)C1 (centres undefined)
  10, -56, -12, 3, -3, -1.9, 1, 43, 34, 9
> CCOC(=O)c1ccc(NC(=O)Cn2nnc(-c3ccc(C)cc3)n2)cc1
  -39, ·, -2, 7, 5, 0.1, -1, 99, 99, 3
> Cc1nc(Nc2nc3ccccc3o2)nc2c1CCC2
  -16, -14, -12, 5, -6, -1.2, -1, 81, 91, 0
> CCOc1cc(/C=N\NC(=O)C2C(=O)NCC2c2ccccc2)ccc1OC (centres undefined)
  -22, ·, -3, 5, 7, -1.1, 0, 95, 90, 0
> COc1ccc(-c2nnc(SCC(=O)NCc3cccs3)n2C(C)C)cc1
  -47, 3, -1, 17, 10, -2.5, 0, 79, 84, 0
> CCOC(=O)N1C(=O)C2(CCCCC2)N(c2ccccc2Cl)C1=S
  0, ·, 37*, 10, 12, -2.4, 2, 88, 86, 1
> COC(=O)C(C(C)=O)C1=C/C(=N\S(=O)(=O)c2ccc(C)cc2)c2ccccc2C1=O (centres undefined)
  -39, 4, 8, 12, 9, -1.8, -2, 93, 94, 0
> CCCN1C(=O)c2ccc(C(=O)Nc3nccs3)cc2C1=O
  -39, -6, -10, 10, -4, 0.4, ·, 94, 105, 4
> COC(=O)c1ccccc1N=C(SC)N(C)C
  -30, 27, -15, 5, -5, -0.9, -1, 110, 112, 5
> CCn1c(SCC(=O)NCc2ccco2)nnc1-c1c[nH]c2ccccc12
  -14, 16, -20, 12, 5, -4.1, -4, 99, 103, 0

Only BB579 growth dn and E-sel TNF inh (three entries from above):
canonical_smiles | BB579 growth dn | E-sel TNF inh
C=CCNc1sc(C(=O)c2ccccc2)c(N)c1C#N | -41 | 7
COc1ccc(OCc2cccc(C(=O)NN)c2)cc1 | -9 | ·
CCCCN(CC)CCCNC(=O)Cn1nc(Cc2ccncc2)c2ccccc2c1=O | -25 | -2

Whole records from above. Order of values: BB579 growth dn	E-sel TNF inh	Yeast life ext	Measles CPE	GALR2 blocker	MRP1 act	Phagocytosis inh	PTEN del growth	HCT116 bCat-KO	NPY Y2 blocker
Profile of `Cc1ccc2nsnc2c1S(=O)(=O)NCCc1c(C)[nH]c2ccc(F)cc12` → -1	·	-15	19	-8	0.1	-2	57	68	-2
Profile of `Cc1ccc2nc(NCCCNC(=O)c3cnccn3)c(C#N)cc2c1` → -35	-3	-25	4	6	-4.8	-1	87	61	3
Profile of `CCCCN(CC)CCCNC(=O)Cn1nc(Cc2ccncc2)c2ccccc2c1=O` → -25	-2	1	5	6	-1.9	-1	85	87	0

Remaining list, next part:
Each structure is followed by: BB579 growth dn, E-sel TNF inh, Yeast life ext, Measles CPE, GALR2 blocker, MRP1 act, Phagocytosis inh, PTEN del growth, HCT116 bCat-KO, NPY Y2 blocker
> Cc1ccc2c(c1)/C(=N/OC(=O)c1ccc(F)cc1)CCS2
  -23, -10, -3, 26, -1, -4.8, ·, 93, 85, 4
> COc1ccc(C(=O)CSc2n[nH]c(-c3ccco3)n2)cc1
  -32, -23, -8, 16, -12, 0.3, -1, 103, 95, 5
> O=C(NCCN1CCCCC1)c1cc2ccccc2[nH]1
  -38, -32, -3, 10, 7, -3.5, 0, 97, 98, 1
> CSC1=N/C(=C\c2ccc(C)s2)C(=O)S1
  -54, 3, -2, 5, 3, 0.0, -2, 98, 86, 0
> CC(C(=O)Nc1ccccc1)c1ccc(-c2ccccc2)c(F)c1 (centres undefined)
  -46, -11, 3, 6, 6, -1.9, 0, 66, 54, 3
> Cc1ccc(N2C(=O)N(CC(=O)N3CCCc4ccccc43)C(=O)C2C)cc1 (centres undefined)
  -4, 20, -7, 27, 4, -1.4, ·, 89, 72, 3
> CCC(=O)n1nc(-c2ccco2)nc1SCc1ccccc1
  -3, 2, -10, 2, 7, 0.3, 4, 101, 98, 0
> CC(NC(=O)NCCCn1ccnc1)(C(F)(F)F)C(F)(F)F
  -3, ·, 19, 17, 7, 0.3, -1, 93, 92, 3
> Cc1ccc(C(=O)Nc2cc(=O)n(C)c(=O)n2C)cc1C
  -8, ·, 0, 0, -4, -1.6, 0, 93, 89, 1
> CC(C)(C)n1nnnc1CN1CCN(C2CCCC2)CC1
  -27, 5, -4, 25, -5, 0.4, 0, 99, 107, 1
> Cn1c(C(=O)N2CCN(Cc3ccc4c(c3)OCO4)CC2)cc2c(=O)n(C)c3ccccc3c21
  -8, -1, -4, 7, -4, -4.2, -1, 36, 33, 0
> O=C(CCN1C(=O)c2ccccc2C1=O)Nc1ccc(F)cc1
  -41, 1, -6, 4, -2, 1.2, -3, 104, 100, 6
> CN(C)c1ccnc(NCc2ccccc2)c1C#N
  -15, -30, ·, 15, -1, 2.0, 0, 98, 99, 3
> O=C(CN1CCCCCCC1)N/N=C/c1ccc(F)c(F)c1
  -1, -3, 15, 9, 7, -1.5, -3, 104, 104, 3
> O=[N+]([O-])c1ccc(Cl)c(/C=N/NC(=S)Nc2ccccc2)c1
  -45, ·, -6, 19, -2, -3.5, ·, 89, 95, 1
> O=C(Nc1nnc(COc2ccc(Cl)cc2)s1)C1CCCO1 (centres undefined)
  -35, -18, -24, 6, 2, 8.9*, 0, 97, 94, 1

Source: PubChem (several laboratories)

Rows were taken by chance; any-hit rate near 6.1%.
